NR5A2 inv ag: inverse agonists of human LRH-1 (NR5A2); HEK293T StAR-luciferase reporter, LRH-1 transfected, 24 h; inhibition, % at 3.6 µM; 360,000 tested, 0.13% active; AID 602396;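 active = inhibition above the mean inhibition of all tested compounds plus 3 SD, cut at about 73% in these data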;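 note: 0% = DMSO wells and 100% = reporter-only cells lacking LRH-1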
SRC1 inh: inhibits human SRC1 coactivator; inhibition, % at 3.6 µM; Q15788; HEK293 GAL4-SRC1 luciferase reporter, luminescence; 360,000 tested, 0.12% active;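 active = inhibition above the campaign mean plus 3 SD, with each screening campaign given its own cutoff, cut at about 60% in these data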;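 note: 0% = DMSO treated cells and 100% = gossypol at 36 µM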
MC4R ag barr: human MC4R agonism via beta-arrestin; P32245; U2OS MC4R beta-arrestin complementation, luminescence; percent of melanotan II response, DMSO zero; activation, % at 8.9 µM; 360,000 tested, 0.98% active; AID 540308;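 active = activation above a per-plate cutoff, the mean activation of sample wells on that plate plus 3 SD, cut at about 8% in these data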
Target sequence (P32245 whole entry, looked up): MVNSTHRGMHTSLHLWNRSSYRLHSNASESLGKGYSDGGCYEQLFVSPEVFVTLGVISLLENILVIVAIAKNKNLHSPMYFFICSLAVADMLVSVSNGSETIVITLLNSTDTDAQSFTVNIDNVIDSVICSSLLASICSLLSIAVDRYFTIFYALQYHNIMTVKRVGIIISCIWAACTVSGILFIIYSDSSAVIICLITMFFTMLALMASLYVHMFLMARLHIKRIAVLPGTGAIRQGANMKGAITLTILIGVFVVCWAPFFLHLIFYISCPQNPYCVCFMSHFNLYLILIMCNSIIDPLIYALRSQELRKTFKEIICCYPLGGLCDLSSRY
NOD2-RIPK2 inh: blocks binding of human NOD2 to RIPK2; O43353; CHO BLA complementation NOD2-RIPK2, CCF4 ratio; inhibition, % at 4.98 µM; 360,000 tested, 0.38% active; AID 624267; in the data active = inhibition above about 21%;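 note: 0% = vehicle only and 100% = reference blocker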
NCOA3 inh: inhibitors of human steroid receptor coactivator 3 (SRC3) | Q9Y6Q9 | HEK293 GAL4-SRC3 luciferase reporter, luminescence | inhibition, % at 3.6 µM | 360,000 tested, 0.17% active;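 active = inhibition above a per-campaign cutoff, the mean of all compounds plus 3 SD, cut at about 60% in these data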;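 note: 0% = DMSO-treated cells and 100% = gossypol-treated cells at 36 µM; higher means less SRC3-driven luciferase light from the GAL4 reporter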
SRC2 inh: inhibits human steroid receptor coactivator 2; Q15596; HEK293 GAL4-SRC2 luciferase reporter, luminescence; inhibition, % at 9 µM; 370,000 tested, 0.17% active; AID 651957;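 active = inhibition above the mean inhibition of all tested compounds plus 3 SD, set per campaign, cut at about 52% in these data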;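 note: 0% = DMSO treated cells and 100% = cells given Gossypol at 36 µM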
COUP-TFII inh: NR2F2 (human) inhibition, primary screen. AID 686940. inhibition, % at 8.6 µM. HEK293T NGFI-A luciferase reporter, luminescence. P24468. 370,000 tested, 0.7% active;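 active = inhibition above a per-plate cutoff, mean inhibition of test wells between control levels plus 3 SD, cut at about 38% in these data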;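 note: cells cotransfected with COUP-TFII expression vector driving the NGFI-A reporter; 0% = median of COUP-TF2 test wells and 100% = reporter-only cells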
Target sequence (P24468 whole entry, looked up): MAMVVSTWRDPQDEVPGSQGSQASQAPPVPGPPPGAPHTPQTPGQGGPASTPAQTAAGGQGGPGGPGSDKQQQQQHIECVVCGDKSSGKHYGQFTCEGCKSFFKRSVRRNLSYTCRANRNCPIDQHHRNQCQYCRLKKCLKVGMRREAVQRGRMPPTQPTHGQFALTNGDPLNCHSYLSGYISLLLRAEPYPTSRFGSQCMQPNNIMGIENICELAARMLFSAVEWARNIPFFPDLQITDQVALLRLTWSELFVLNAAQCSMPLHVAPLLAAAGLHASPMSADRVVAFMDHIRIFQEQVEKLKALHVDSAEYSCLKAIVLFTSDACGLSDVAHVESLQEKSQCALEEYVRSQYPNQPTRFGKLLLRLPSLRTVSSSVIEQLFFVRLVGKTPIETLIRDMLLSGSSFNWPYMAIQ
MC4R antag cAMP: blocks human MC4R cAMP signaling; P32245; MC4R-expressing cells, MTII-stimulated cAMP, LANCE TR-FRET; inhibition, % at 6.5 µM; 360,000 tested, 0.48% active;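 active = inhibition above its plate's cutoff, the mean of tested wells on that plate plus 3 SD, cut at about 29% in these data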;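 note: 0% = Melanotan II alone and 100% = Melanotan II plus saturating MCL0020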
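Assay system: U2OS-MC4R stable cell line; Also added: Melanotan II; Technique: Eu-cAMP/anti-cAMP TR-FRET, emission 671 nm; Times: 30-min compound, 1-h challenge, 1-h detection, room temperature.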
TLR9-MyD88 block: TLR9-MyD88 interaction inhibition | CHO BLA complementation TLR9-MyD88, CCF4 FRET ratio | inhibition, % at 4.98 µM | 340,000 tested, 0.21% active;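 active = inhibition above the mean over all tested compounds plus 3 SD, cut at about 21% in these data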;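 note: 0% = DMSO only wells and 100% = clavulanate BLA inhibitor control wells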
ABHD5-PLIN5 inh: inhibitors of human ABHD5-perilipin-5 interaction; inhibition, % at 4 µM; 360,000 tested, 0.78% active; Split G. princeps luciferase complementation, luminescence, 4 h; AID 602281;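 active = inhibition above the mean inhibition across every tested compound plus 3 SD, cut at about 22% in these data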;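 note: 0% = DMSO only wells and the 100% control is not disclosed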
LMP1 NFkB inh: Epstein-Barr LMP1 NF-kappaB reporter inhibition. LMP1-induced NF-kappaB luciferase reporter cells, luminescence. inhibition, % at 12.5 µM. 350,000 tested, 0.69% active; in the data active = inhibition above about 41%;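 note: 0% = neutral control wells and 100% = reference inhibitor control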
The depositor's hits bear a star; . = not tested or not shown; & = joins results of further samples. An excerpt; the hit share may differ from the screen's.

SMILES	NR5A2 inv ag	SRC1 inh	MC4R ag barr	NOD2-RIPK2 inh	NCOA3 inh	SRC2 inh	COUP-TFII inh	MC4R antag cAMP	TLR9-MyD88 block	ABHD5-PLIN5 inh	LMP1 NFkB inh
COc1cccc(N2CCN(CC(=O)Nc3ccnn3C3CCCC3)CC2)c1	6	-4	-2.6	-7	14	16	23	-6	-4	-7	20
Cc1ccc(Cn2nc(C)c(NC(=O)CCCn3nc(C)c([N+](=O)[O-])c3C)c2C)cc1	-9	6	1.3	2	16	1	-1	-3	-3	12	3
Oc1ccc(Cl)cc1/C=C/c1ccc2cccc(O)c2n1	-2	-34	-3.6	5	-75	-16	-10	7	13	0	-4
COc1ccc(C(CNC(=O)c2ccc(C)c(S(=O)(=O)N3CCCCC3)c2)N2CCCC2)cc1 (stereo not given)	-6	-2	-0.2	-11	-3	-10	8	7	-3	12	-7
[O-][N+]12CCCCC1CCCC2CO (stereo not given)	13	-4	-1.2	-8	10	11	7	-2	-2	0	-2
CCN1CCN(c2nc(-c3ccccc3Cl)nc3ccccc23)CC1	14	-9	-1.4	-1	7	1	-5	0	-8	-3	-3
COc1ccc(-c2nc(C#N)c(NCc3ccccc3Cl)o2)cc1	-4	-14	7.3	-4	-7	-16	14	-14	-1	-6	2
CC(C)=CC(=O)OCC(=O)Nc1ccc(F)cc1Cl	-2	4	4.0	-7	-23	-7	-6	-4	3	3	-1
CC1=N/C(=C\c2ccc([N+](=O)[O-])cc2)C(=O)N1c1ccc(Cl)cc1	-2	-14	-1.4	-2	2	-20	4	-7	-10	-7	-1
COc1ccccc1C(=O)Nc1ccc(C(=O)N2CCCCC2)cc1	-4	-13	1.1	-4	7	4	10	5	-2	-4	0
O=[N+]([O-])C(/C=C(\Cl)[N+](=O)[O-])=C(N1CCCCC1)N1CCCCC1	2	-17	-1.6	2	14	-17	6	7	-5	0	-4
COC(=O)c1ccc(NC(=O)CS(=O)(=O)Cc2ccccc2)cc1	-23	7	-0.6	-7	-13	11	-14	-2	1	0	-5
O=C(CNC(=O)c1ccc(Br)o1)NCc1cccc(Cl)c1	-1	2	0.1	0	3	0	7	7	-5	0	2
COc1cc2c(C(=O)N(C)c3cc(Cl)ccc3OC)cn(C)c(=O)c2cc1OC	8	10	-2.0	-15	-7	10	28	11	3	-9	11
CCOC(=O)C1CCN(S(=O)(=O)c2nc3nc(C)cc(C)n3n2)CC1	-6	-9	-2.1	-3	15	-12	7	-1	2	-8	3
CC(=O)c1c(C)[nH]c(C(=O)CSc2nnc(-c3ccccc3)o2)c1C	10	-41	-1.1	-6	12	1	-3	3	-1	-4	3
Cc1cccc(/C=C/C(=O)c2cc(Br)ccc(=O)c2O)c1	0	-13	2.3	-5	-20	-1	5	15	0	23*	32
Cn1c(CSc2nc3ccccc3s2)nnc1SCC(=O)NCc1ccccn1	3	0	-2.4	-4	1	-4	21	-1	-2	-1	3
CN(Cc1cnn(-c2ccc(F)cc2)c1)C(=O)[C@H]1O[C@@H](n2ccc(N)nc2=O)[C@H](O)[C@@H]1O	13	11	.	-8	2	-11	9	.	.	9	.
CCN1CCN(Cc2ccc(NC(=O)c3cc(NC(=O)C4=NN(c5ccccc5)C(=O)C4)cc(OC)c3)cc2C(F)(F)F)CC1	9&-3	-5&-7	-2.8&-2.0	-10&1	-4&1	-3&-31	-1&-6	-5&6	-4&9	-9&-3	-4&5
Cc1onc(-c2ccccc2)c1C(=O)NCC1CCN(C(=O)c2c(-c3ccccc3)noc2C)CC1	8	2	3.4	-13	15	0	2	9	5	7	-4
CC1=C(C)C(=O)C(N2CCOCC2)=CC1=O	2	5	0.3	-15	-15	2	6	-13	-10	13	-7
O=C(NCc1ccccc1)C(c1ccc(-c2ccccc2)cc1)N1CCN(CCN2CCOCC2)CC1 (stereo not given)	17	.	.	-13	.	0	-16	.	.	19	.
CC1Cc2nc(SCC(=O)NCc3ccccc3)n(Cc3ccccc3)c(=O)c2S1 (stereo not given)	-8	1	1.8	-7	-12	-6	9	15	-15	-8	0
CCN(CC)CCNC(=O)CS(=O)Cc1nc(-c2ccc(C)cc2)oc1C (stereo not given)	-22	-1	-1.9	-11	-1	-26	-4	3	-2	6	-12
c1cncc(Nc2nc(-c3cccnc3)cs2)c1	27	-5	-0.9	-7	10	5	9	-1	3	3	6
Cc1c(CCO)c(=O)[nH]n1S(=O)(=O)c1ccc([N+](=O)[O-])cc1	3	4	-2.0	-6	2	-18	-15	-8	-2	-6	6
CCOC(=O)c1c(N)sc(C(=O)OCCOC)c1C	-28	-41	0.7	9	-31	-26	-20	11	-3	2	-5
COc1ccc(OCC(=O)NNC(=O)c2ccccn2)cc1	2	-4	-3.0	-2	3	-6	-5	7	-3	-3	31
O=C(CSc1ncn[nH]1)N1CCN(S(=O)(=O)c2ccccc2)CC1	-2	20	0.3	-2	2	-1	7	-1	7	5	-8
CC1(C)Cc2nc3sc4c(SCC(=O)NC(c5ccccc5)c5ccccc5)ncnc4c3cc2CO1	5	-16	-1.9	-10	-29	7	-23	-1	3	-1	-2
O=C(Nc1ccc(Cl)cc1)c1nc[nH]c1C(=O)Nc1ccccc1F	9	-5	4.7	5	-7	-10	14	-1	-1	-9	13
CCCc1cc(C(=O)OCC(=O)N(CCC)c2c(N)n(Cc3ccccc3)c(=O)[nH]c2=O)sc1C	20	-4	-3.2	6	-16	10	10	9	2	-10	-5
Cc1nnc(N(Cc2ccccc2)C(=O)c2cnccn2)s1	19	-6	-0.7	-1	-13	-18	-7	7	-6	-1	3
N=C1SCC(=O)N1c1ncc(Cc2ccc(F)cc2)s1	9	-11	-4.1	0	8	-11	1	-6	-1	-1	12
COc1ccc(CCN(C)C(=O)c2cc(S(=O)(=O)N3CCCCCC3)ccc2OC)cc1OC	-6	-16	-2.7	-1	0	3	9	1	-1	6	6
Nn1c(SCC(=O)N2CCCCC2)nnc1-c1ccncc1	6	-2	-1.2	-6	13	-8	4	2	1	3	-2
CCOC(=O)NN1C(=O)c2ccccc2NC1c1ccccc1O (stereo not given)	-8	10	-2.2	-7	2	-7	-11	10	-11	0	0
CCOC(=O)c1cc(NC(=O)c2ccco2)ccc1N1CCOCC1	11	4	-0.5	-7	9	-6	-1	10	-5	6	-5
O=C(NCCCc1ccccc1)c1cc(COc2c(F)cccc2F)on1	8	-25	-1.4	0	-8	-36	-11	-5	5	1	-3
COc1cc2c(cc1OC)CN(C(=O)CN1CCN(S(=O)(=O)c3ccccc3)CC1)CC2	35	-7	-1.0	-5	-6	10	10	3	-9	0	-4
CCOc1ccc(CCNC(=O)CN2C(=O)CCSc3ccccc32)cc1	12	-56	0.6	5	-7	18	2	-1	-6	-1	-4
O=c1[nH]c(CSc2ncnc3sccc23)nc2cc(C(F)(F)F)ccc12	22	-15	-2.2	12	-16	-29	-14	10	2	-2	-5
CC1CC(C)CN(CC(=O)Nc2cc(S(=O)(=O)N3CCOCC3)ccc2N2CCCC2)C1 (stereo not given)	-3	-8	-0.8	-2	-1	26	-1	-1	-3	-1	-1
COc1ccc(C2CC(c3ccccc3)=NN2C(=O)CSc2nccc(=O)[nH]2)cc1 (stereo not given)	-32	-20	0.6	4	-5	-7	-3	17	0	9	-1
CC1(C(=O)NC2CCCC2)CCC(=O)N1CCOc1ccccc1 (stereo not given)	3	5	.	-14	16	0	-16	.	.	1	.
CCOC(=O)c1ccc(NC(=O)CS(=O)(=O)c2cn(CC)c3ccccc23)cc1	7	-10	0.5	-7	-20	-5	-7	6	1	5	1
COc1ccc(C)cc1NC(=O)C1CC(=O)OC12CCCCC2 (stereo not given)	8	6	-1.6	-6	10	12	-16	5	2	2	-1
CCCOc1ccc(CSC2=NCCN2)cc1[N+](=O)[O-]	14	-8	0.9	-1	1	2	-2	16	3	-5	7
COc1ccc(C(=O)NNC(=O)C2CCCN(C3CC(=O)N(c4ccccc4)C3=O)C2)cc1 (stereo not given)	7	-6	0.5	8	24	-11	-1	25	-10	-5	-7
Further records follow.
SMILES	NR5A2 inv ag	SRC1 inh	MC4R ag barr	NOD2-RIPK2 inh	NCOA3 inh	SRC2 inh	COUP-TFII inh	MC4R antag cAMP	TLR9-MyD88 block	ABHD5-PLIN5 inh	LMP1 NFkB inh
COc1cc(-c2ccccc2)[nH]c(=S)n1	13	-20	-2.2	3	-21	-17	1	13	-2	3	3
CCOC(=O)C1CCN(C(=O)COC(=O)c2ccccc2OCC)CC1	-5	7	-1.7	6	-15	5	15	3	-4	0	4
CC1(C(=O)Nc2ccc3c(c2)OCO3)CCN1C(=O)Cc1cccc2ccccc12 (stereo not given)	7	-11	1.5	4	-29	20	-3	12	.	-6	.
COc1ccccc1CNC(=O)C[C@H]1CC[C@@H]2[C@H](COC[C@H](O)CN2Cc2ccc3c(c2)OCO3)O1	14	.	.	12	.	-23	-3	.	.	-2	.
COc1ccc(NS(=O)(=O)NC(=O)c2c[nH]c3ccccc23)cc1	0	3	-2.3	-5	6	9	20	3	-3	-1	0
NC(=O)[C@H]1CC2(CC(c3cccc(NC(=O)c4ccccc4)c3)=NO2)CN1C(=O)[C@H]1CCC(=O)N1 (stereo not given in full)	5	1	-0.8	-3	-12	-4	-7	-1	-11	5	-3
O=C(CCCC(=O)NCc1ccccc1)NCc1ccccc1	10	-5	2.9	-4	-3	12	-18	21	-10	0	4
O=C(NCc1n[nH]c(=S)n1-c1ccccc1Cl)c1ccc(S(=O)(=O)N2CCCCC2)cc1	-16	16	-2.7	1	0	6	4	13	-3	-11	0
CC(C)C(C(=O)OCC(=O)c1cccc([N+](=O)[O-])c1)N1C(=O)[C@@H]2[C@H]3CC[C@H](C3)[C@@H]2C1=O (stereo not given in full)	-11	-1	-1.8	-7	-4	-5	9	17	-6	-2	2
CCc1ccccc1NC(=O)CN1CCN(C(=O)c2cccc(-n3cnnn3)c2)CC1	10	1	-1.7	0	16	16	8	5	-9	1	-51
COc1ccc(NC(=O)Nc2c[nH]c(=O)[nH]c2=O)cc1OC	-20	12	-1.9	-7	8	-10	-7	6	2	-16	-3
Cc1cccc(-c2noc(CN(C(=O)c3ccc4c(c3)OCO4)C(C)C)n2)c1	-23	-9	-2.0	-5	16	-12	23	5	5	-1	2
Cc1ccc(CNC(=O)CSc2nc3ccsc3c(=O)n2Cc2ccc(C(=O)O)cc2)cc1	8	1	-4.4	-14	2	-15	0	1	5	0	-9
COc1ccc(Cc2nnc(Nc3ccc4c(c3)OCCO4)[nH]c2=O)cc1	25	4	-1.1	0	5	-28	7	19	-7	1	5
COc1ccc(-c2noc(C3CCCN(C(=O)Nc4ccccc4)C3)n2)cc1 (stereo not given)	-80	-45	-0.9	16	-21	-15	-17	21	6	-2	-10

Screens: PubChem, several laboratories
